NCI-60 one-dose screen, 48 h, at 10 µM unless noted. Numbers give growth in % (100 = growth as untreated, 0 = no growth, -100 = all killed).
RXF 393 – RXF 393 renal cancer cells; actives 6.9% (n = 77,000); AID 1794773
ACHN – ACHN renal cancer; actives 4.9% (n = 81,000)
IGROV1 – IGROV1 ovarian cancer; actives 4.7% (n = 79,000)
SK-OV-3 – SK-OV-3 ovarian cancer cells; actives 3.2% (n = 80,000); AID 1794785
786-0 – 786-0 renal cancer cells; actives 5.1% (n = 81,000); AID 1794775
SN12C – SN12C renal cancer cells | actives 3.8% (n = 81,000) | AID 1794767
UO-31 – UO-31 renal cancer; actives 5.2% (n = 81,000); AID 1794768
TK-10 – TK-10 renal cancer cells; actives 3.9% (n = 81,000)
Active calls of the source: *; . = no result given; & = joins results of further samples. The calls were made as follows: active = growth percent below 10; inactive = the rest.

smiles	RXF 393	ACHN	IGROV1	SK-OV-3	786-0	SN12C	UO-31	TK-10
COc1ccc(C2=NN(C=O)C(c3sc(N(C)Cc4ccccc4)nc3Cl)C2)cc1 (centres undefined)	89	90	84	117	87	90	62	85
C#CCOc1ccccc1/C=N/Nc1nc(-c2ccc(F)cc2)cs1	109	88	74	82	122	84	69	134
CCCSc1ncnc2[nH]ncc12	113	102	107	110	104	101	82	100
Nc1cccc(-c2nc3sccn3c2-c2ccnc(NCCNS(=O)(=O)c3cccc4ccccc34)n2)c1	99	90	89	107	96	90	79	112
O=C(O)CC/C(=N\NC(=O)c1ccncc1)c1ccc(Cl)cc1	109	111	118	110	97	110	90	112
COc1ccc2[nH]c(=O)c(CSc3ccc(Nc4nccc(-c5ccc6c(c5)OCO6)n4)cc3)cc2c1	.	100	120	121	99	109	94	106
COc1ccc([N+](=O)[O-])c(O)c1C(C)=O	112	103	103	102	104	105	88	106
Cc1ccccc1N1C(c2ccccc2)=NNC12C=CC(=O)C=C2Cl (centres undefined)	132	100	100	90	106	96	89	109

In the list so far, these have an aryl thioether with sulfur outside any ring:
smiles	RXF 393	ACHN	IGROV1	SK-OV-3	786-0	SN12C	UO-31	TK-10
CCCSc1ncnc2[nH]ncc12	113	102	107	110	104	101	82	100
COc1ccc2[nH]c(=O)c(CSc3ccc(Nc4nccc(-c5ccc6c(c5)OCO6)n4)cc3)cc2c1	.	100	120	121	99	109	94	106

More records:
smiles	RXF 393	ACHN	IGROV1	SK-OV-3	786-0	SN12C	UO-31	TK-10
CCCCCCCCCCCCCCCCCCNC(=S)/N=C/c1c(O)c2ccccc2[nH]c1=O	88	79	81	85	78	88	69	99
O=C(CSc1ccc(-c2ccc(Cl)cc2)nn1)Nc1ccc(Cl)c(C(F)(F)F)c1	71	79	71	75	81	79	.	66
COc1cc2oc(-c3cccc(C(=O)Nc4ccc(Cl)cc4)c3)cc(=O)c2c(OCCNC(=O)CN)c1OC	56	107	91	106	102	68	97	159
C=CN(C(=O)N1CCN(c2cc3c(cc2F)c(=O)c(C(=O)O)cn3C2CC2)CC1)c1nc(-c2ccc(Cl)cc2)cs1	53	70	21	75	83	54	56	84
Nc1cc(-c2ccc(Cl)cc2)nn1-c1nc(-c2ccc(F)cc2)cs1	104	104	94	100	101	108	100	110
CCOC(=O)c1cc(-c2cc(C)ccc2C)nc2ccccc12	110	89	87	97	98	95	81	100
COc1cccc(-c2ccc(/C=N/NC(=O)c3[nH]c4ccc(Br)cc4c3-c3ccccc3)s2)c1	-63*	7.0*	8.1*	22	-12*	0.3*	20	8.5*
CSc1nc(-c2cc3ccccc3o2)cc(-c2ccc(Cl)cc2)c1C#N	.	-63*	.	-21*	90	37	-18*	55

smiles	RXF 393	ACHN	IGROV1	SK-OV-3	786-0	SN12C	UO-31	TK-10
COc1ccc2c(c1)CCNC21C(=O)N(Cc2ccc(F)cc2)c2ccccc21 (centres undefined)	108	98	82	107	100	91	58	100
Nc1nc(N)c2c(n1)NC(c1ccccc1)CC(c1ccc(Nc3nc(NCCO)nc(Nc4ccc(Cl)cc4)n3)cc1)=N2 (centres undefined)	.	70	64	116	-86*	49	44	64
C=CC(=O)OCC(C)(C)[N+](=O)[O-]	102	107	105	102	104	104	83	100
c1c2c(cc3c1CCCC3)CCCC2	99	100	114	106	99	96	94	107
O=C1c2cc(Br)ccc2-c2ccc(N3C(=O)c4ccccc4C3=O)cc21	117	104	107	108	106	96	72	114
COc1ccccc1/C=N/NC(=O)CSc1nc2ccccc2c(=O)n1Cc1ccc(S(N)(=O)=O)cc1	103	101	96	107	104	103	77	126
COc1cc(/C=N\NC(=O)CN2CCN(c3cc4c(cc3F)c(=O)c(C(=O)N/N=C/c3ccc(O)c(OC)c3)cn4C3CC3)CC2)ccc1O	87	99	64	106	92	53	77	92
OCc1ccccc1CO	112	95	98	96	107	103	90	101

smiles	RXF 393	ACHN	IGROV1	SK-OV-3	786-0	SN12C	UO-31	TK-10
COc1ccc(/C=C2\SC(=N)N(c3ccccc3OC)C2=O)cc1	97	100	87	94	99	93	88	100
COc1cc2nc(SCc3n[nH]c(=S)n3C(=O)c3ccc(Br)cc3)n(-c3ccc(Cl)cc3)c(=O)c2cc1OC	68	100	99	95	104	100	88	124
CC(=O)Oc1ccccc1C(=O)[Se]CC(=O)Nc1cccc(C(F)(F)F)c1	-26*	-35*	-65*	0.1*	-15*	-80*	-85*	-84*
O=C(OCC(O)(CO)C(=O)NC12CC3CC(CC(C3)C1)C2)c1ccc(Cl)cc1 (centres undefined)	101	102	110	100	99	100	83	85
Cn1c([N+](=O)[O-])cnc1/C=C1\Oc2ccccc2C1=O	-69*	3.1*	-30*	-16*	-11*	-18*	-39*	-29*
CO[C@H]1NC(=O)N(S(=O)(=O)c2c(C)cc(C)cc2C)[C@@H]1OC	110	108	108	109	106	94	86	103
CC12CCC3C4(C)COC(c5ccccc5Cl)OC4CCC3(C)C1CC(C1=CCOC1=O)O2 (centres undefined)	80	59	83	94	-90*	70	54	95
COc1ccc(OC)c(CCn2cncc2-c2c[nH]c3ccccc23)c1	74	77	44	73	.	72	47	149

smiles	RXF 393	ACHN	IGROV1	SK-OV-3	786-0	SN12C	UO-31	TK-10
Cc1ncc(CO)n1Cc1ccc(Cl)cc1	105	101	103	108	103	101	88	93
O=C(Nc1nc(-c2ccccc2O)cs1)c1ccccc1CN1C(=O)c2ccccc2C1=O	90	102	89	98	104	100	79	104
c1ccc2c(-c3csc(-c4c[nH]c5ncccc45)n3)c[nH]c2c1	93	89	69	86	84	88	53	132
O=c1[nH]c(CNc2ccc(F)cc2)nc2sc3c(c12)CCCC3	111	103	103	108	103	100	91	128
CN(C)CCN=c1nc2c(c(N)n1-c1ccccc1)c(=S)n(-c1ccccc1)c(=S)n2-c1ccccc1	-39*	28	36	76	-83*	52	3.1*	48
COc1cc(-c2nn(-c3ccc(NC(=O)c4ccc(Cl)c(C(F)(F)F)c4)cc3)cc2-c2ccncc2)ccc1Cl	-56*	18	47	61	-84*	53	16	6.3*
C/C(=N\NC(N)=O)c1ccc(Cl)c(-n2cccc2)c1	95	90	107	102	102	95	75	94
CC1=CC(c2cccs2)N2C=C(C)SC2=N1 (centres undefined)	98	99	114	105	106	103	91	110

smiles	RXF 393	ACHN	IGROV1	SK-OV-3	786-0	SN12C	UO-31	TK-10
N#Cc1nn(CCCl)c(=O)c2ccccc12	131	116	103	98	95	105	85	90
COC(c1cc2c(cc1Br)OCO2)C(C)Br (centres undefined)	112	97	106	87	94	108	93	93
O=C1/C(=C/c2ccc(N3CCCC3)cc2)Cc2cc3c(cc21)OCO3	106	102	101	106	109	101	70	140
C/C(=N\Nc1ccccc1)c1sc(Nc2ccccn2)nc1C	154	105	110	137	105	96	95	110
COC1OC(CO)C2OC(C)(C)OC12 (centres undefined)	107	96	103	96	100	100	90	95
COc1cc(C2NN=C3c4ccccc4CCC32)cc(OC)c1OC (centres undefined)	87	80	26	69	94	78	41	94
N#CCCN1C/C(=C/c2ccc(Br)cc2)C(=O)/C(=C/c2ccc(Br)cc2)C1	-89*	-53*	-69*	9.8*	-68*	-51*	-91*	-29*
CNC(=O)c1c(NC(=O)c2ccc(F)cc2F)sc2c1CCC(=O)C2	-29*	1.4*	23	-4.7*	24	18	-94*	39

smiles	RXF 393	ACHN	IGROV1	SK-OV-3	786-0	SN12C	UO-31	TK-10
CNC1(C#N)CCCCC1	126	104	.	105	103	106	74	115
CC1CCCCN1C(=S)Nc1ccc(S(=O)(=O)N2CCCCC2)cc1 (centres undefined)	109	100	138	.	93	109	89	107
O=C(O)c1ccc[n+](CC(=O)N2CCN(c3cc4c(cc3F)c(=O)c(C(=O)O)cn4C3CC3)CC2)c1	.	73	96	109	59	29	72	112
CCOC(=O)c1cc(C(=O)c2cc(OC)c(OC)c(OC)c2)n2ncc3ccccc3c12	88	79	76	83	95	101	76	97
COc1cc(-c2nc(SCCC(C)C)nc(Nc3ccc(F)c(Cl)c3)c2C#N)cc(OC)c1OC	84	91	103	65	85	83	88	112
Cc1ccccc1CC1c2[nH]c3ccccc3c2CCN1C (centres undefined)	103	96	84	94	87	84	72	95
O=C(O)c1ccc([N+](=O)[O-])cc1-c1cc([N+](=O)[O-])ccc1C(=O)O	116	121	106	106	100	88	78	104
CCN(CC)CCCNc1cccc2c(SCc3ccccc3)ccnc12	88	102	-40*	98	73	.	-10.0*	64

2 compounds from above, limited to ACHN, SK-OV-3 and TK-10.
structure | ACHN | SK-OV-3 | TK-10
C=CN(C(=O)N1CCN(c2cc3c(cc2F)c(=O)c(C(=O)O)cn3C2CC2)CC1)c1nc(-c2ccc(Cl)cc2)cs1 | 70 | 75 | 84
Nc1cc(-c2ccc(Cl)cc2)nn1-c1nc(-c2ccc(F)cc2)cs1 | 104 | 100 | 110

The results go on.
smiles	RXF 393	ACHN	IGROV1	SK-OV-3	786-0	SN12C	UO-31	TK-10
CC1=CC(=Nc2cc(Br)c(O)c(Br)c2)C=CC1=O	133	99	64	106	110	95	69	130
C=CCn1c(SCC(=O)Nc2cccc(C(=O)/C=C/c3ccc(Cl)cc3)c2)nc2ccccc2c1=O	87	91	96	110	98	86	68	96
CCOc1nc(-c2ccccc2)cc2c(O)c(C(=O)N/N=C/c3ccccc3)[nH]c(=O)c12	119	107	36	109	112	110	93	151
CCOCCc1ccncc1	110	106	.	87	100	.	92	99
O=C(NNC(=S)Nc1ccccc1)c1cccnc1	113	107	107	98	92	100	91	119
CC(=O)C(C(=O)CC(C)C)C(C)C (centres undefined)	104	99	115	100	93	.	95	126
COc1cc(-c2nc(SCC(C)C)nc(Nc3cccc4ccccc34)c2C#N)cc(OC)c1OC	119	98	106	110	103	93	68	128
COc1cc(/C=C/c2cc(/C=C/c3ccc(O)c(OC)c3)n(C(=O)Nc3ccc(C)cc3)n2)ccc1O	-47*	16	4.8*	-29*	-1.2*	18	1.0*	29

smiles	RXF 393	ACHN	IGROV1	SK-OV-3	786-0	SN12C	UO-31	TK-10
OCc1cc(Cl)cc(CO)c1O	113	93	93	111	105	94	93	124
Nc1ccc(C(=O)O)cc1N	79	104	73	114	107	91	99	121
Cc1ccc(S(=O)C(c2ccccc2)c2ccccc2)cc1 (centres undefined)	107	103	94	102	104	100	67	104
Cc1c(C(=O)C(SC(=S)N2CCN(c3ccccc3)CC2)SC(=S)N2CCN(c3ccccc3)CC2)nnn1-c1ccc(Cl)cc1	105	98	102	105	101	93	89	108
COc1cc(C(=O)c2ccccc2C(=O)O)c(OC)c2c1CCCC2	100&107	103&102	105&127	106&113	98&94	98&96	84&82	107&68
C=C[C@@H]1C[C@@H]2Cc3c(C)cc(C)cc3N1O2	98	101	106	105	105	101	101	93
NC(=O)c1ccc(Br)o1	112	103	107	104	97	.	93	91
CCN(CC)CCN(C(=O)CCc1ccccc1)C1CCCCC1	.	111	104	96	108	100	89	97

Complete entries from above. Screens in order: RXF 393, ACHN, IGROV1, SK-OV-3, 786-0, SN12C, UO-31, TK-10
Nc1ccc(C(=O)O)cc1N as listed: 79, 104, 73, 114, 107, 91, 99, 121
COc1cc(C(=O)c2ccccc2C(=O)O)c(OC)c2c1CCCC2 as listed: 100&107, 103&102, 105&127, 106&113, 98&94, 98&96, 84&82, 107&68
OCc1cc(Cl)cc(CO)c1O as listed: 113, 93, 93, 111, 105, 94, 93, 124
Cc1c(C(=O)C(SC(=S)N2CCN(c3ccccc3)CC2)SC(=S)N2CCN(c3ccccc3)CC2)nnn1-c1ccc(Cl)cc1 as listed: 105, 98, 102, 105, 101, 93, 89, 108
C=C[C@@H]1C[C@@H]2Cc3c(C)cc(C)cc3N1O2 as listed: 98, 101, 106, 105, 105, 101, 101, 93

Continuation.
smiles	RXF 393	ACHN	IGROV1	SK-OV-3	786-0	SN12C	UO-31	TK-10
CN1CCN(Cc2ccc(NC(=O)c3ccc(C#N)c(C#Cc4cnc(N)c5ncccc45)c3)cc2C(F)(F)F)CC1	42	-56*	55	98	-80*	86	-82*	77
C/C(=N/O)c1ccc2c(c1)Cc1cc([N+](=O)[O-])ccc1-2	99	99	97	108	103	98	67	115
O=C1Nc2ccc(Cl)cc2/C1=C/c1ccc(OCc2ccccn2)cc1	.	57	55	89	26	45	60	90
COc1ccc(C2=Nn3c(N=Nc4c(O)[nH]c5ccc(OC)cc45)nnc3SC2)cc1	120	108	106	110	93	106	99	83
Nc1ccc(Cl)c([N+](=O)[O-])c1	109	87	.	108	107	105	101	103
O=C(Nc1ccccc1OCC1CCCO1)c1ccc(-c2ccccc2)cc1 (centres undefined)	99	98	86	94	99	92	74	110
OCC(O)COc1ccc(Cl)cc1Cl (centres undefined)	115	93	101	92	93	95	89	101
COc1ccc(/C=C(/C(=O)N2CCCCC2)c2cc(OC)c(OC)c(OC)c2)cc1	-1.6*	49	42	28	24	39	48	77

smiles	RXF 393	ACHN	IGROV1	SK-OV-3	786-0	SN12C	UO-31	TK-10
CCNCCNc1cc(-c2ccc(C(=O)OC)cc2)c(C#N)c2nc3ccccc3n12	16	36	54	82	44	67	-11*	87
O=C1/C(=C/c2cccc(OCc3ccccc3Cl)c2)N=C2OCCCN12	92	98	111	100	96	92	89	93
O=C(Nc1nn(-c2ccc(Cl)cc2Cl)nc1-c1ccccc1)c1ccccc1	111	95	95	117	94	99	68	117
CC(C)=CCc1cc(O)c(O)c2oc3cc(O)cc(O)c3c(=O)c12	85	41	55	66	65	58	46	47
CC(=O)C1=C(C)NC(SCC(=O)Nc2ccc(S(N)(=O)=O)cc2)=NC1c1ccc(Cl)cc1 (centres undefined)	.	102	99	117	107	105	80	102
C#CCOC(=O)c1c(Cl)c(Cl)c(C(=O)OCC#C)c(Cl)c1Cl	96	93	67	90	116	93	77	138
COc1ccccc1-c1nc2cc(C(=O)Nc3ccccc3)ccc2n1C1CCCCC1	114	102	100	79	93	103	80	105
C1=C(c2ccccc2)C2CCCCC2C1 (centres undefined)	103	108	141	113	99	109	97	109
CC1CC2CCCCC2CC1=O (centres undefined)	107	100	109	109	99	96	96	107
Cc1cc(=O)[nH]c(N/N=C/c2ccccc2O)n1	90	60	60	78	93	86	44	97
C1CN(CC2CO2)CCO1 (centres undefined)	104	105	109	95	96	105	94	95

Assay outcomes from PubChem BioAssay.
